Screening data from PubChem.
TDP1 cell noCPT – qHTS for Inhibitors of human tyrosyl-DNA phosphodiesterase 1 (TDP1): qHTS in cells in absence of CPT. Potency, µM (doses to about 46.2 µM), without a hit: top-dose activity change, negative = growth inhibition, actives largely listed as inhibitors. DT40 Tdp1-/- hTDP1 cells, no CPT, ATP luminescence, 48 h. actives 15% (n = 420,000); also: nearly all actives have a fitted effect of over 55% in size
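Growth of hTDP1-complemented DT40 Tdp1-knockout cells is measured by ATP luminescence after at least 48 hr compound exposure at 37 °C, with DMSO substituting for the 20 nM CPT used in the parallel screen.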
TDP1 inh – qHTS Assay for Inhibitors of Tyrosyl-DNA Phosphodiesterase (TDP1). recombinant TDP1, AlphaScreen DNA substrate cleavage. Potency, µM (doses to about 130 µM), for inactives: top-dose activity change, negative = inhibition, most hits filed as inhibitors. actives 0.28% (n = 350,000); also: nearly all actives have a fitted effect of over 40% in size
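Enzyme-compound mixtures sat 15 min at room temperature, followed by a 5 min reaction with 15 nM final substrate and 10 min with AlphaScreen beads. Recombinant human Tdp1 was used at 1 nM final.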
KAT2A inh – qHTS Assay for Inhibitors of GCN5L2 | Histone acetyltransferase KAT2A (Homo sapiens), Q92830 | GCN5L2 HAT assay, ThioGlo1 CoA-SH fluorescence | Potency, µM (series often up to 58.9 µM), inactives show at the highest dose activity change, negative = inhibition, most hits filed as inhibitors | actives 0.21% (n = 390,000) | AID 504327, 2011
Target sequence (Q92830 whole entry, looked up): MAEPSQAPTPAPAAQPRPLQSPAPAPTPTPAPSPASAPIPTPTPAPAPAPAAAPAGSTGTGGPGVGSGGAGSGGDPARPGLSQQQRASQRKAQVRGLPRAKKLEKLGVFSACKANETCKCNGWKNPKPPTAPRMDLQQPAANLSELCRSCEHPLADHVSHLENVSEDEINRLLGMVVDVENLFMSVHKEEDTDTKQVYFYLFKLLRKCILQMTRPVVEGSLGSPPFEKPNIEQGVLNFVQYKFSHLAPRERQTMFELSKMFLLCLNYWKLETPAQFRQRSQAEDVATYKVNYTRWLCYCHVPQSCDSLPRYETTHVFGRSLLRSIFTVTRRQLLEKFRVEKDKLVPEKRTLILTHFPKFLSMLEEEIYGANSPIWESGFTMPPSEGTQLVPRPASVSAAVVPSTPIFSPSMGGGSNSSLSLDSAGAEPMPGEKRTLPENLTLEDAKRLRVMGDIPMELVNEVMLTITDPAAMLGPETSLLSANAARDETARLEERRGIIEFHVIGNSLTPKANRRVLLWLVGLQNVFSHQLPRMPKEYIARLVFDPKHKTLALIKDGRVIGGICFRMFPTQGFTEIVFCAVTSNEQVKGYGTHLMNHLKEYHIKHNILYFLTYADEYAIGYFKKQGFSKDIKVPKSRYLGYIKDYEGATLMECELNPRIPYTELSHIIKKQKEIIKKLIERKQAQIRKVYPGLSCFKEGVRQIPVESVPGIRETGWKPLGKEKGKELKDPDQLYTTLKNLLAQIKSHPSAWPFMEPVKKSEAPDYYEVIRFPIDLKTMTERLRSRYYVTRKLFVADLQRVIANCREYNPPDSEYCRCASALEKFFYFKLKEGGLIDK
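Preincubate 20nM GCN5L2 with compound 15 min, RT → add 50uM ThioGlo1 + 75uM H3(1-25) + 70uM acetyl-CoA → read fluorescence 0 and 20 min. Primary qHTS; fluorescent artifacts likely.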
Starred values were filed as active, the others as inactive; ? = inconclusive; nt = not tested or not shown; & = joins results of further samples; [ ] = remark or other dose. Calls follow the shape of the dose curve; as a rule, active = well fitted curve in the direction sought with a large enough effect; inconclusive = small, poorly fitted or top-dose-only effect, or another doubt; inactive = no such curve, though single readings can be large; an effect the other way counts as inactive or inconclusive. % is scaled to controls: 0 for no effect and ±100 for the full control effect; potency is read from the fitted curve at half-maximal effect. An excerpt (hit frequency here may not be typical).

Sample of the layout:
| molecule | TDP1 cell noCPT | TDP1 inh | KAT2A inh |
| --- | --- | --- | --- |
| O=c1[nH]c(=S)[nH]c2c1C(c1cc([N+](=O)[O-])c(N3CCOCC3)cc1N1CCOCC1)O2 (stereo unspecified) | -25% | 3% | -3% |
| Cc1nnsc1C(=O)N1CCN(c2cc(C(F)(F)F)ccn2)CC1 | ? | 5% | -2% |

The whole of this part, previewed entries included:
| molecule | TDP1 cell noCPT | TDP1 inh | KAT2A inh |
| --- | --- | --- | --- |
| O=c1[nH]c(=S)[nH]c2c1C(c1cc([N+](=O)[O-])c(N3CCOCC3)cc1N1CCOCC1)O2 (stereo unspecified) | -25% | 3% | -3% |
| Cc1nnsc1C(=O)N1CCN(c2cc(C(F)(F)F)ccn2)CC1 | ? | 5% | -2% |
| COCCCNC(=O)CSc1nc2ccccc2c(=O)n1CCc1ccc(S(N)(=O)=O)cc1 | ? | 2% | -16% |
| CCCn1nnc(NC(=O)c2ccccc2Cl)n1 | -9% | 7% | -3% |
| Cc1ccc(S(=O)(=O)Nc2ccc(C(=O)N3CCOCC3)cc2)cc1 | -25% | nt | 0% |
| O=C(/C=C/c1ccccc1)OCc1cncs1 | -19% | 4% | -10% |
| COc1cc2c(cc1OC)C1=CC(=O)C(=O)N1C(C)(C)C2 | -18% | 0% | -8% |
| Cc1cccc(-n2cccc2)c1C#N | -22% | 2% | 11% |
| O=C1C=C(NCc2ccccc2)CCC1 | 9% | -2% | -6% |
| O=[N+]([O-])c1ccccc1/C=C/C=N/n1c(-c2cc(-c3ccccc3)n[nH]2)n[nH]c1=S | ? | 2% | -12% |
| Cn1c(SCC(=O)Nc2cc(S(=O)(=O)N3CCOCC3)ccc2N2CCOCC2)nnc1-c1ccncc1 | -2% | 3% | -9% |
| CC1(C)CC(=O)C(C=NCCO)=C(O)C1 | ? | 1% | 1% |
| COCCCNC(=O)C(=O)Nc1c2c(nn1-c1cccc(Cl)c1)CSC2 | ? | 10% | -12% |
| CC1(C)C2CCC1(C)C(NC(=O)/C=C/c1ccccc1)C2 (stereo unspecified) | 18µM* | 0% | -8% |
| O=C(CCC(=O)c1ccc(F)cc1)NC1CCCN(Cc2ccccc2F)C1 (stereo unspecified) | -19% | nt | 4% |

The list goes on, starting with the last four of the part before.
| molecule | TDP1 cell noCPT | TDP1 inh | KAT2A inh |
| --- | --- | --- | --- |
| CC1(C)CC(=O)C(C=NCCO)=C(O)C1 | ? | 1% | 1% |
| COCCCNC(=O)C(=O)Nc1c2c(nn1-c1cccc(Cl)c1)CSC2 | ? | 10% | -12% |
| CC1(C)C2CCC1(C)C(NC(=O)/C=C/c1ccccc1)C2 (stereo unspecified) | 18µM* | 0% | -8% |
| O=C(CCC(=O)c1ccc(F)cc1)NC1CCCN(Cc2ccccc2F)C1 (stereo unspecified) | -19% | nt | 4% |
| CCc1ccc(N(CC)C(=O)Cn2nc(Cc3cccnc3)c3ccccc3c2=O)cc1 | ? | 6% | 1% |
| Cc1ccccc1NC(=O)CSc1nc2n(n1)CCCCC2 | -10% | 8% | 0% |
| CCN(CC)c1ccc(/C=N/Nc2nc3ccccc3[nH]2)c(O)c1 | 4.6µM* | 11% | -4% |
| COc1ccc(N2C(=O)CC(NCc3ccc(F)cc3)C2=O)cc1 (stereo unspecified) | 14% | -2% | -4% |
| CCOC(=O)C1=C(COC(=O)c2cccnc2SC)NC(=O)NC1C (stereo unspecified) | -1% | -18% | -5% |
| O=C(NCC(=O)N1CCN(Cc2ccccc2)CC1)c1ccc(Br)o1 | 1% | 5%[56.1 µM] | -5% |
| COc1cc(C)c(Br)cc1S(=O)(=O)N1CCCC1 | ? | -1% | -4% |
| O=C(NCCCN1CCCC1=O)c1nnc(Cc2c(F)cccc2Cl)o1 | 3% | 0% | -2% |
| CCCCc1ccc(-c2nc(-c3ccncc3)no2)cc1 | ? | 0% | 0% |
| CCn1nnc(-c2ccccc2NC(=O)c2cc(OC)cc(OC)c2)n1 | ? | 4% | -5% |
| O=C(NC1=NCCS1)C1CCCCC1 | -28% | 6% | -8% |
| CC(C)NC(=O)CCS(=O)(=O)c1cccc2nonc12 | -8% | 0% | -1% |
| NC(=O)c1ccsc1NC(=O)CCS(=O)(=O)c1ccc(Cl)cc1 | ? | 13% | 0% |
| CN(CC1COc2ccccc2O1)C(=S)Nc1ccccc1F (stereo unspecified) | -3% | 0% | 14% |
| CC(C)(C)OC(=O)N/N=C/c1ccc(Br)cc1 | -11% | -2% | -3% |
| COc1cccc(CN2CCN(C(=O)c3cccc4ccccc34)CC2)c1 | 11% | nt | -14% |
| CCCCN(C(=O)COC(=O)c1nc2nc(C)cc(C)n2n1)C1CCS(=O)(=O)C1 (stereo unspecified) | 17% | 0% | -7% |
| O=C(Nc1ccc(F)cc1)Nn1cnnc1 | 16% | nt | -3% |
| COC(=O)C[C@H](NC(=O)Cn1cnc2c(OCc3ccccc3)ncnc21)C(=O)OC | -12% | 1% | 1% |
| O=C(c1cccc(-n2cccc2)c1)N1CCN(S(=O)(=O)c2ccccc2)CC1 | ? | nt | ? |
| Nc1nnc(SCC(=O)OCC(=O)NC2CCCCC2)s1 | -4% | 0% | -6% |
| O=C1[C@H]2[C@@H](c3ccc(Cl)cc3)N3C(=O)N(c4cccc(F)c4)C(=O)[C@@]3(Cc3ccccc3)[C@H]2C(=O)N1C1CCCCC1 | -24% | -5% | -10% |
| N/C(Cc1ccc(Cl)cc1Cl)=N\OC(=O)c1ccccc1 | -25% | 3% | -6% |
| O=C(c1ccc2c(c1)OCCO2)N1CCN(c2nc(-c3cccs3)nc3ccccc23)CC1 | 11µM* | 1% | nt |
| Cc1onc(-c2ccccc2Cl)c1C(=O)OCN1C(=O)c2ccccc2C1=O | ? | 2% | -8% |
| CC(O)c1nc2ccccc2n1CC(=O)Nc1ccc(F)cc1Cl (stereo unspecified) | -12% | -6% | 2% |
| O=C(CCN1CCc2ccccc2C1)Nc1ccccc1 | -29% | 7% | -2% |
| C#CCNC(=O)C1=C[C@@H](c2ccc(Br)cc2)[C@H](CCCO)[C@@H](OCC)O1 | 15µM* | -1% | 2% |
| COCCn1c(SCC(=O)NCc2cccs2)nnc1-c1ccc(OC)cc1 | -4% | 4% | -1% |
| CC1CCCC(C)N1C(=S)NCc1ccco1 (stereo unspecified) | ? | nt | -4% |

The list goes on:
Every second line gives: TDP1 cell noCPT, TDP1 inh, KAT2A inh
- COc1cccc(Nc2ncc3nc(C)c(=O)n(C4CC4)c3n2)c1
 : ?, nt, -8%
- O=C(NCCc1ccccc1Cl)c1ccc2nc3ccccc3c(=O)n2c1
 : ?, nt, -1%
- CSCCC1NC2(C(=O)Nc3c2ccc(Cl)c3C)[C@@H]2C(=O)N(C3CCCC3)C(=O)[C@H]12 (stereo partly specified)
 : ?, -5%, -4%
- O=S(=O)(c1cc(Cl)ccc1Cl)n1cccn1
 : 2%, 0%, 2%
- CCN(CC)S(=O)(=O)c1ccc(-c2nnc(SCC(=O)Nc3cc(OC)cc(OC)c3)o2)cc1
 : -19%, 5%, -1%
- CC(=O)Nc1cccc(NC(=O)c2cc(-c3ccccn3)nc3ccc(Cl)cc23)c1
 : 3%, 2%, -1%
- Cc1ccc(OCC(=O)NNC(=O)[C@@H]2CCCC[C@@H]2C(=O)O)c(Br)c1
 : -11%, 2%, -2%
- CCc1nccn1CCC(=O)NC1CC(C)(C)Cc2c1cnn2-c1ccc(OC)cc1 (stereo unspecified)
 : -5%, 5%, -1%
- CCc1ccc(C(=O)OCC(=O)N(CCOC)c2c(N)n(Cc3ccccc3)c(=O)[nH]c2=O)cc1
 : 3%, -12%[0.505 µM], 2%
- CCOC(=O)C1=CCC2c3c(c4ccccc4n3C)C(=O)C1N2C(=O)OC(C)(C)C (stereo unspecified)
 : ?, 1%, 2%
- Cc1ccc2c(c1)N(C(=O)CCC(=O)N1CCN(c3ccccn3)CC1)CCO2
 : -23%, nt, -8%
- CCOc1ccc(S(=O)(=O)NCC(c2ccco2)S(=O)(=O)c2ccc(C)cc2)cc1 (stereo unspecified)
 : ?, 8%, -14%
- CC1Cc2cc(S(=O)(=O)CCC(=O)N3CCN(c4ccccc4)CC3)ccc2N1C(=O)C1CC1 (stereo unspecified)
 : ?, 12%, -8%
- COc1ccc(OC)c(C2C(C#N)=C(N)N(N(C)C)C3=C2C(=O)CC(C)(C)C3)c1 (stereo unspecified)
 : -2%, nt, -10%
- Cc1occc1C(=O)N1CCCc2ccccc21
 : -4%, -3%, 2%
- CCCc1cc(C(=O)NNC(=S)NC2CCCCC2)cs1
 : ?, 2%, -6%
- Cc1nnsc1C(=O)Nc1ccccc1
 : -1%, -5%, -4%
- Cc1cc(NCCN(C)C)n2nc(-c3cccs3)cc2n1
 : -24%, 5%, 1%
- CCC/S(C)=N/S(=O)(=O)c1ccc(C)cc1 (stereo unspecified)
 : -8%, 3%, -5%
- Cc1ccc(C(=O)N/N=C/c2ccoc2)cc1C
 : 18%, -9%[56.1 µM], -4%
- CC(C)(C)c1ccc(S(=O)(=O)N2CCC(O)(c3ccc(Cl)cc3)CC2)cc1
 : 18µM*, 2%, -2%
- CCOC(=O)c1cnn(-c2nc3sc4c(c3c(=O)[nH]2)CCCC4)c1N
 : nt, 9%, 0%
- Cc1ccccc1C(=O)Nc1nnc(S(=O)(=O)N2CCCCC2)s1
 : 3%, nt, 3%
- COc1ccc(C(=O)Nc2ccc(CN3CCOCC3)cc2)cc1
 : -14%, 1%, 2%
- COCC(=O)N1CCC2(CC1)CCN(C(=O)Nc1cccc(C#N)c1)CC2
 : -11%, nt, 22%
- Cc1ccc(NC(=S)N2CCN(S(=O)(=O)c3ccccc3)CC2)cc1C
 : -2%, 2%, 0%
- O=C(NCC(c1ccco1)N1CCCCC1)c1ccc2c(c1)S(=O)(=O)c1ccccc1C2=O (stereo unspecified)
 : ?, 3%, -4%
- Cn1nccc1NC(=O)Nc1ccc(OC(F)(F)F)cc1
 : ?, 9%, -6%
- Cc1ccc(-n2cnc3scc(-c4cccs4)c3c2=O)cc1
 : ?, -4%, -5%
- CC(C)C(c1nnnn1C1CCCC1)N1CCOCC1 (stereo unspecified)
 : 9%, -4%, -1%
- O=C(CN1C(=O)CSc2ccc(S(=O)(=O)N3CCCC3)cc21)Nc1cccc(Cl)c1
 : 23µM*, 3%, -6%
- COC(=O)c1ccccc1NC(=O)c1nc(-c2ccc(C)cc2)n2c1CCCCC2
 : nt, 4%, -4%
- O=C(N/N=C/c1ccc([N+](=O)[O-])cc1)c1cc(C2CC2)[nH]n1
 : -4%, 4%, 2%
- COC(=O)c1ccc(NC(C)C(=O)OC)c([N+](=O)[O-])c1 (stereo unspecified)
 : 4%, -5%, -4%
- CCN(Cc1ccncc1)C(=S)Nc1ccccc1
 : -3%, 3%, 13%
- O=C(Nc1ccc(N2C(=O)C3CCCCC3C2=O)cc1Cl)c1cccs1 (stereo unspecified)
 : -2%, -3%, -2%
- O=c1oc(/C=C/c2ccccc2)nc2sc3c(c12)CCC3
 : -5%, 1%, -4%
- COc1ccc(/C=C/C(=O)Nc2ccccc2)cc1S(=O)(=O)N1CCOCC1
 : -27%, 0%, 2%
- CC(=O)N1c2ccc(S(=O)(=O)N3CCCC3C(=O)NCc3ccc(Cl)cc3)cc2CC1C (stereo unspecified)
 : ?, nt, -3%
- CC(C)NC(=O)COc1ccc(Cl)cc1Cl
 : -22%, 2%, -20%
- COc1cccc(CNC(=O)CCC2CCCN(C3CCOCC3)C2)c1 (stereo unspecified)
 : -11%, 0%, 12%
- O=C(CN1C(=O)c2ccccc2C1=O)Nc1ccc(-c2nc3ccccc3o2)cc1
 : ?, 7%, -6%
- COc1ccc(NC(=O)NCc2cccnc2)c(OC)c1
 : 2%, 1%, 3%
- Cc1nnsc1Sc1ccccc1
 : 0%, 3%, -5%
- CCOc1ccc(N2C(=O)/C(=C\c3ccc(O)c(OC)c3)S(=O)(=O)C2c2cccc([N+](=O)[O-])c2)cc1 (stereo unspecified)
 : ?, 6%, -14%
- COc1ccc(S(=O)(=O)n2cccc2)c(OC)c1
 : -3%, 4%, 4%
- C=CCOc1ccccc1CNc1ccc2[nH]c(=O)[nH]c2c1
 : 21µM*, 3%, 0%
- Nc1ccc(-c2ccc3ccccc3n2)cc1
 : nt, 7%&5%, -27%&-7%
- CCCCNC(=O)c1ccc2c(c1)S(=O)(=O)c1ccccc1C2=O
 : -13%, 4%, -7%
- CC(NC(=O)c1ccc(F)cc1)c1ccc2c(c1)CCCC2 (stereo unspecified)
 : 13µM*, 4%, 9%
- C(=N\NC1=NCCN1)/c1ccncc1
 : -6%, nt, -5%

In another format: results already given.
> Nc1ccc(-c2ccc3ccccc3n2)cc1
  TDP1 cell noCPT = nt	TDP1 inh = 7%&5%	KAT2A inh = -27%&-7%
> CCCCNC(=O)c1ccc2c(c1)S(=O)(=O)c1ccccc1C2=O
  TDP1 cell noCPT = -13%	TDP1 inh = 4%	KAT2A inh = -7%
